Bioassay records from PubChem BioAssay.
N370S GC: qHTS Assay for Inhibitors and Activators of N370S glucocerebrosidase as a Potential Chaperone Treatment of Gaucher Disease. N370S GC spleen homogenate, 4MU-glucoside fluorescence. Lysosomal acid glucosylceramidase (Homo sapiens), P04062. Potency, µM (top dose mostly 59.4 µM), inactives show top-dose activity change, negative = inhibition, most hits filed as inhibitors. actives 0.092% (n = 330,000);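 further: 0% = full enzyme activity and -100% = no enzyme basal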
FEN1 inh: qHTS Assay for the Inhibitors of Human Flap endonuclease 1 (FEN1) | AID 588795, 2011 | Recombinant FEN1 flap cleavage, fluorescence, 15 min | P39748 | Potency, µM (titrated, usually from 114 µM), for the others: at the highest dose activity change, negative = inhibition, usual class: inhibitors | actives 0.35% (n = 390,000); further: nearly all actives have a fitted effect of over 65% in size
Target sequence (P39748 whole entry, looked up): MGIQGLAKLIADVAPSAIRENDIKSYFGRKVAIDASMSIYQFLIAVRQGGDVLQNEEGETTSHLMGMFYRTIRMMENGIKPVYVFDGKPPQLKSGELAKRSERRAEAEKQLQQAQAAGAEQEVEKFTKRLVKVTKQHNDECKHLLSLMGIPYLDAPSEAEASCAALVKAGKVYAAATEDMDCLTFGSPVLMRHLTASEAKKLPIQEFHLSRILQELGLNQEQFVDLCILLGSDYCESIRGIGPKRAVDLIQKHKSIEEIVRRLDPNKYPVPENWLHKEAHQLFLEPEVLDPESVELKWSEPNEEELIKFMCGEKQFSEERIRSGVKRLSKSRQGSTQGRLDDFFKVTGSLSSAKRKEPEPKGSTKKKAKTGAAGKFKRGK
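In this screen, 50 nM flap DNA substrate was added to 10 nM FEN1 pretreated with compound for 15 min at room temperature; cleavage was followed with reads at 0 and 15 min, and Hill fitting gave concentration–response parameters.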
TDP1 inh: qHTS Assay for Inhibitors of Tyrosyl-DNA Phosphodiesterase (TDP1); Potency, µM (series often up to 130 µM), for inactives: top-dose activity change, negative = inhibition, actives largely listed as inhibitors; Tyrosyl-DNA phosphodiesterase 1 (Homo sapiens), Q9NUW8; AID 485290, 2010; actives 0.28% (n = 350,000); recombinant TDP1, AlphaScreen DNA substrate cleavage; further: nearly all actives have a fitted effect of over 40% in size
Target sequence (Q9NUW8 whole entry, looked up): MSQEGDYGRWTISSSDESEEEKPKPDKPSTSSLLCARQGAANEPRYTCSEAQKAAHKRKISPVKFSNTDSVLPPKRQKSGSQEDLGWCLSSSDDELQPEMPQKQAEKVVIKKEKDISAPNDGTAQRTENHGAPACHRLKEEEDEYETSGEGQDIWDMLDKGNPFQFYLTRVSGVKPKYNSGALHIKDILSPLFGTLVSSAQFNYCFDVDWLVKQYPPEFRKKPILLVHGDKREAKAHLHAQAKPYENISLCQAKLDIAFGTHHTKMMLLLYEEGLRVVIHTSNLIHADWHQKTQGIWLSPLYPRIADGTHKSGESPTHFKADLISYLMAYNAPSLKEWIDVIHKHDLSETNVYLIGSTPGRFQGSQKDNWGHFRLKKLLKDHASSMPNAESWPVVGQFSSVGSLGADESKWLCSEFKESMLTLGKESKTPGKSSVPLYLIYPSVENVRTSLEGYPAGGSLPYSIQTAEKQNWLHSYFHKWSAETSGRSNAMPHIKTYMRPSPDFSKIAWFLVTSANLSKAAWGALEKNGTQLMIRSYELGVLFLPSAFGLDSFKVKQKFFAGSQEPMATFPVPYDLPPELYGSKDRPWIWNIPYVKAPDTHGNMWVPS
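Enzyme-compound mixtures sat 15 min at room temperature, followed by a 5 min reaction with 15 nM final substrate and 10 min with AlphaScreen beads. Recombinant human Tdp1 was used at 1 nM final.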
* = called active by the depositor; u = inconclusive; x = not tested or not shown; & = joins results of further samples; [ ] = another dose, or the depositor's remark. The call rests on the fitted dose curve; in most records, active means well fitted curve in the direction sought with a large enough effect; inconclusive means small, poorly fitted or top-dose-only effect, or another doubt; inactive means no such curve, though single readings can be large; an effect the other way counts as inactive or inconclusive. Unless noted, on the % scale 0 is the no-effect control and ±100 the full control effect; potency means the concentration at half of the fitted maximal effect. Rows are unselected; any-hit rate near 0.57%.

nr | Molecule | N370S GC | FEN1 inh | TDP1 inh
1 | Cc1cccc(NC(=O)CSc2nc3c(c(=O)[nH]2)CCC3)c1C | 1% | -1% | -5%
2 | O=C(c1cc2c(s1)CCCC2)N1CCN(C(=O)C2CCCO2)CC1 (stereo not drawn) | 2% | -8% | 3%
3 | CCOC(=O)CC1C(=O)NCCN1S(=O)(=O)c1ccc(NC(C)=O)cc1 (stereo not drawn) | 2% | 16% | 1%
4 | Cc1ccc(N(CCCCN2C(=O)c3ccccc3C2=O)C(=O)c2cccc([N+](=O)[O-])c2)cc1 | 4% | -14% | 6%
5 | CC1CCN(c2ccc3c(c2)S(=O)(=O)c2cccc(C(=O)O)c2C3=O)CC1 | x | -5% | 1%
6 | Cc1cccc(CC(=O)NC2CC(=O)N(c3ccccc3)C2)c1 (stereo not drawn) | x | -6% | 5%
7 | COc1ccc(N2CCCn3c2nc2c3c(=O)n(CCCc3ccccc3)c(=O)n2C)cc1 | 4% | x | 2%
8 | NC(=O)C1=C[C@H](c2ccc(Br)cc2)C[C@H](OCc2ccc(CO)cc2)O1 | 7% | 4% | 5%
9 | CCn1cc(/C=C/C(=O)Nc2ccn(Cc3c(F)c(F)cc(F)c3F)n2)cn1 | 5% | 0% | 5%
10 | COc1cc(/C=N/NC(=O)c2ccncc2)ccc1OC(=O)c1cc(OC)c(OC)c(OC)c1 | -8% | -5% | 14%
11 | CNC(=O)COc1ccc(-c2nn(C)c(=O)c3ccccc23)cc1 | 17% | -3% | 6%
12 | CN(C)c1ccc(-c2nnc(-c3ccc(S(=O)(=O)C(F)F)cc3)o2)cc1 | 4% | -1% | 4%
13 | O=C(Cc1cccs1)N/N=C/C=C/c1ccccc1[N+](=O)[O-] | 1% | 0% | 4%
14 | Cc1cccc(NC(=O)COC(=O)c2n[nH]c3ccccc23)c1C | x | -6% | -3%
15 | Cc1nc2c(c(=O)n1CCC(C)C)c1nc3ccccc3nc1n2Cc1ccc2c(c1)OCO2 | 1% | -2% | 4%
16 | CC(C(=O)Nc1ccc2c(c1)OCO2)N1CCN(C)CC1 (stereo not drawn) | 6% | -1% | -11%
17 | COc1ccc(NC(=O)Nc2cc(C)ccc2F)cc1OC | 8% | -16% | 0%
18 | Cc1ccc2c(c1)N(C(=O)N1CCC(C(=O)NC3CCCCCC3)CC1)CC(C)O2 (stereo not drawn) | x | 8% | -8%
19 | CCCNC(=O)CCNC(=O)c1ccc(C(C)(C)C)cc1 | 7% | -12% | -2%
20 | O=C(NC(=S)Nc1ccc(N2CCCCC2)cc1)c1ccco1 | -4% | -6% | 10%
21 | COc1ccc(-c2nc(CSCC(=O)N3CCN(c4cccc(C)c4C)CC3)c(C)o2)cc1OC | x | u | 5%
22 | N#CC(c1ccc(O)cc1)c1ncc(C(F)(F)F)cc1Cl (stereo not drawn) | 13% | u | -3%
23 | COc1ccc(-c2cc3ncc(C(C)=O)c(C)n3n2)cc1 | -2% | 26% | 0%
24 | O=C(c1ccc2c(c1)CCN2S(=O)(=O)c1ccccc1)N1CCN(c2ccccc2F)CC1 | -3% | 10%&-10% | 2%&2%
25 | CC(C)(C)c1ccc(-c2noc(CCC(=O)Nc3cccc(Cl)c3)n2)cc1 | x | 0% | 1%
26 | CCC1CCCCN1S(=O)(=O)c1ccc(NC(=O)c2cc(=O)c3ccccc3o2)cc1 (stereo not drawn) | x | -9% | 2%
27 | O=C(CSc1nnc(-c2ccncc2)s1)Nc1ccccc1 | -2% | -1% | 6%
28 | CCCNC(=O)C1CCN(c2nc3ccc(C)cc3[nH]2)CC1 | x | 14% | 3%
29 | C=CCn1c(SCC(=O)/C(C#N)=C(\C)N)nc2sc(CC)cc2c1=O | 14% | 1%&0% | 3%
30 | CCCCc1cc(=O)oc2cc(C)cc(OCC(=O)Nc3cccnc3)c12 | -13% | -16% | 1%
31 | CCCN(CC(=O)Nc1ccc(Cl)cc1Cl)C(=O)CC(NC(C)=O)c1ccccc1 (stereo not drawn) | -3% | -2% | 2%
32 | C=CCNC(=O)CSc1ncc2c(n1)-c1c(csc1SC)CC2 | 19% | -2% | -3%
33 | Cc1cccc(-n2c(-c3ccco3)nc3c(cnn3-c3ccccc3C)c2=O)c1 | x | -16% | 5%
34 | COC(=O)C1NN=C(C(=O)c2ccccc2)C1c1ccccc1 (stereo not drawn) | 4% | -8% | 0%
35 | CSc1ccc(CCNC(=O)C(C)n2nc(C)c3c(C)n(-c4ccccc4)nc3c2=O)cc1 (stereo not drawn) | x | -4% | 6%
36 | CCOCCCn1c(SCC(=O)Nc2ccccc2Cl)nc2c(oc3ccccc32)c1=O | x | -4% | 4%
37 | CCN1C(=O)c2cccc3c(Cl)ccc(c23)C1=O | 0% | -1% | -3%
38 | O=C(COc1ccccc1Cl)Nc1ccc(C(=O)N2CCCCC2)cc1 | 4% | -18% | x
39 | C=CCC1NS(=O)(=O)OC(CCc2ccccc2)C1O (stereo not drawn) | -6% | 20% | x
40 | CCOc1ccc(NC(=O)c2cccnc2C(=O)O)cc1 | -3% | -17% | 5%
41 | COc1ccc2oc(C(=O)OCC(=O)Nc3ccc(N4CCOCC4)cc3)c(C)c2c1 | -12% | -2% | x
42 | COC(=O)c1ccsc1NC(=O)CSc1nnnn1Cc1ccccc1 | -3% | -7% | 3%
43 | C/C(O)=C(\C#N)c1nnc2n1CCCCC2 | 9% | 14% | 3%
44 | COc1ccc(CNC(=O)CSc2nnnn2-c2ccccc2)cc1 | -1% | 7% | -2%
45 | COc1cccc(-c2nc(N3CC(C)CC(C)C3)c3ccccc3n2)c1O (stereo not drawn) | 2% | -15% | 8%
46 | CNC(=O)c1cc(OCC(F)(F)F)ccc1OCC(F)(F)F | -5% | 33%[activator] | 0%
47 | Cc1ccc(C(c2c(C)[nH][nH]c2=O)c2c(C)[nH][nH]c2=O)cc1 | -3% | -7% | x
48 | COc1ccccc1CNC(=O)C(CC(C)C)NC(=O)C1CCC(C)CC1 (stereo not drawn) | 2% | 29% | 4%

One compound at a time, from the list above.
CNC(=O)c1cc(OCC(F)(F)F)ccc1OCC(F)(F)F is entered as N370S GC = -5%; FEN1 inh = 33%[activator]; TDP1 inh = 0%
COc1ccc(CNC(=O)CSc2nnnn2-c2ccccc2)cc1 is entered as N370S GC = -1%; FEN1 inh = 7%; TDP1 inh = -2%
COc1ccccc1CNC(=O)C(CC(C)C)NC(=O)C1CCC(C)CC1 (stereo not drawn) is entered as N370S GC = 2%; FEN1 inh = 29%; TDP1 inh = 4%

In a second layout: entries from further up
45. COc1cccc(-c2nc(N3CC(C)CC(C)C3)c3ccccc3n2)c1O (stereo not drawn)
  N370S GC = 2%
  FEN1 inh = -15%
  TDP1 inh = 8%

46. CNC(=O)c1cc(OCC(F)(F)F)ccc1OCC(F)(F)F
  N370S GC = -5%
  FEN1 inh = 33%[activator]
  TDP1 inh = 0%

(continued)
nr | Molecule | N370S GC | FEN1 inh | TDP1 inh
49 | CC[C@]12c3[nH]c4cc(CCC(=O)N(C)C)ccc4c3CCN1C(=O)[C@@H](CC(=O)NCCCn1ccnc1)C[C@@H]2C(=O)N1CCN(C(=O)C2CC2)CC1 | x | 10% | -1%[56.1 µM]
50 | CC1C(=O)Nc2ccccc2N1C(=O)c1ccccc1 (stereo not drawn) | 3% | -4% | 5%
51 | O=S(=O)(c1ccc(Cl)cc1Br)N1CCCCC1 | 4% | -5% | -1%
52 | Cc1cnnc2ccc3c(no[n+]3[O-])c12 | 19% | -2% | x
53 | COc1cc(/C=C/C(=O)OCC(=O)Nc2ccc(C)c(S(=O)(=O)N3CCCCC3)c2)ccc1O | 2% | -5% | -1%
54 | CN(CC(=O)Nc1ccccc1Br)C(=O)CNC(=O)c1ccc2c(c1)OCO2 | -3% | -8% | 0%
55 | O=C(O)Cc1ccc(C(=O)c2cccs2)s1 | 26% | 4% | -2%
56 | CN1C(=O)/C(=C/c2cccc(Cl)c2)Sc2ccc(C(=O)N3CCCC3)cc21 | 12% | 1% | 3%
57 | COc1ccc(-c2nn3c(-c4ccccc4)nnc3s2)cc1OC | -1% | -9% | 2%
58 | O=P(O)(CCc1ccccc1)CN1CCCCC1 | 9% | 3% | 10%
59 | Cc1ccccc1NC(=O)c1ccccc1-c1ccccc1 | 1% | 5% | 5%
60 | Cc1cc(C)cc(C(=O)NC2C(=O)N3C(C(=O)O)=C(CSc4nnc(C)s4)CSC23)c1 (stereo not drawn) | -1% | 6% | -8%

Overlap with the part before: 2 compounds, then new ones.
nr | Molecule | N370S GC | FEN1 inh | TDP1 inh
59 | Cc1ccccc1NC(=O)c1ccccc1-c1ccccc1 | 1% | 5% | 5%
60 | Cc1cc(C)cc(C(=O)NC2C(=O)N3C(C(=O)O)=C(CSc4nnc(C)s4)CSC23)c1 (stereo not drawn) | -1% | 6% | -8%
61 | CN1CCN(C(c2cccc(Cl)c2)c2ccccc2Cl)CC1 (stereo not drawn) | 18% | -8% | -5%
62 | Cc1ccc(NC(=S)N(CCCN2CCOCC2)Cc2ccco2)cc1C | 13% | 4% | 3%
63 | O=c1[nH]nc(-c2ccc(NCCO)c([N+](=O)[O-])c2)c2ccccc12 | -16% | -3% | x
64 | COC(=O)C(=O)C/C(=N/Nc1ncnc2ccccc12)c1ccc(Cl)cc1 | -9% | -2% | 14%
65 | O=S(=O)([N-]c1nc2ccccc2nc1-n1cc[n+](Cc2ccccc2)c1)c1ccc(Cl)cc1 | 13% | -1% | -1%
66 | Cc1nc2ccccc2c2c1CC(C(C)(Cl)Br)O2 (stereo not drawn) | -6% | -12% | 0%
67 | CCOC(=O)c1c(NC(=O)CSc2nc3c(c(=O)n(C)c(=O)n3C)n2C(C)C)sc(C)c1C | 0% | -6% | 0%
68 | Cc1cccc(OCC(=O)Nc2ccccc2N2CCCC2)c1C | 23% | -9% | x
69 | Cc1nnc(SCC(=O)Nc2nccs2)n(N)c1=O | -11% | 6% | 2%
70 | Nc1ccc(-c2cc(-c3cccc(N)c3)nc(-c3ccccc3)n2)cc1 | -6% | 3% | 0%
71 | O=C(Cc1ccccc1)NC(=S)Nc1ccc(OC(F)F)cc1 | 12% | -20% | x
72 | CCCCn1c(N)c(N(Cc2ccccc2OC)C(=O)CSCC(=O)Nc2cccc(C)c2)c(=O)[nH]c1=O | 3% | -3% | 1%
73 | COC(CN(C)C(=O)c1ccc2c(c1)NC(=O)c1ccccc1S2)OC | 0% | 21% | x
74 | Cc1ccc(S(=O)(=O)N2CCC(CN3C(=O)c4cccc5cccc(c45)C3=O)CC2)cc1 | 1% | 1% | 4%
75 | O=[N+]([O-])c1ccc(OCC(O)CNCCNc2nccc(C(F)(F)F)n2)cc1 (stereo not drawn) | -5% | 11% | x
76 | NC(=O)C1CCN(C(=O)COc2ccc3c4c(c(=O)oc3c2)CCC4)CC1 | -7% | -10% | x
77 | COc1ccccc1CCNC(=O)COc1cccc2c1OC(C)(C)C2 | -7% | 14% | x
78 | COCCCNC(c1ccccc1)c1ccncc1 (stereo not drawn) | 6% | -3% | 0%
79 | COC(=O)c1sccc1NC(=O)c1c(C)c(-c2cccc(Cl)c2)nc2ccccc12 | 14% | 11% | 3%
80 | COc1ccccc1NC(=O)C(C)OC(=O)CN1C(=O)C2CC=CCC2C1=O (stereo not drawn) | 0% | 2% | x
81 | CC(=O)Nc1ccc2nc(NC(=O)c3ccc([N+](=O)[O-])o3)sc2c1 | -14% | 8% | x
82 | COc1ccc([N+](=O)[O-])cc1NC(=O)COC(=O)C1CC1 | 1% | -7% | -1%
83 | COc1ccccc1NS(=O)(=O)c1cc(C(=O)N2CC(C)CC(C)C2)ccc1C (stereo not drawn) | 2% | 5% | 3%
84 | O=S(=O)(c1ccc(Cl)cc1)N1CCN(Cc2ccncc2)CC1 | -2% | 5% | -1%
85 | CC(C(=O)NCC1(c2ccccc2)CCCC1)N1CCOCC1 (stereo not drawn) | -6% | -2% | 5%
86 | Cc1cc(NC(=O)c2ccc(C)o2)no1 | -2% | 8% | 1%
87 | COc1ccc(CNC(=O)c2ccc3c(c2)nc2n3CCCCC2)cc1 | x | 18% | 8%
88 | COc1ccccc1N1CCN(C(=O)CCC(=O)O)CC1 | 11% | -4% | 2%
89 | COc1ccc(-n2c(SCCC(=O)O)nnc2-c2ccncc2)cc1 | -1% | 0% | 2%
90 | O=C(Nc1ccc(S(=O)(=O)N2CCOCC2)cc1)c1ccco1 | 10% | -7% | 2%
91 | O=S(=O)(c1ccc(Br)s1)N1CCN(c2ccccn2)CC1 | 0% | -8% | 9%
92 | CC(=O)Oc1cc2cccc(OC(C)=O)c(=O)c2c(OC(C)=O)c1OC(C)=O | -21% | 1.1µM* | x
93 | COC(=O)C1=C(CS(=O)(=O)c2cc(Cl)ccc2OC)NC(=O)NC1c1ccccc1 (stereo not drawn) | x | -2% | 6%
94 | O=C(CC(=O)c1ccccc1)Nc1cc([N+](=O)[O-])ccc1Cl | 3% | 0% | x
